VHR inh abs: blocks human VHR1 dual specificity phosphatase; P51452; recombinant VHR phosphatase, pNPP absorbance; inhibition, % at 13.3 µM; 290,000 compounds, 0.52% hits; in the data active means inhibition above about 50%; further: some compounds called inactive have numbers as strong as hits
Target sequence (P51452 whole entry, looked up): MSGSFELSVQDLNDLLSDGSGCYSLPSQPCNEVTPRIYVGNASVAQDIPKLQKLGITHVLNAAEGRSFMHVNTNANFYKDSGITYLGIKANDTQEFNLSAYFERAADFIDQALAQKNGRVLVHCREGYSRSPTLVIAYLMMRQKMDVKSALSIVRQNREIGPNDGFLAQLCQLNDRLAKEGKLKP
TcdB GH inh: TcdB glycohydrolase inhibition. TcdB glycohydrolase enzymatic assay, plate reader. inhibition, % at 9.99 µM. 350,000 compounds, 0.24% hits. AID 652162; in the data active means inhibition above about 10%
Yp Topo-I inh: inhibitors of Yersinia pestis topoisomerase I | Y. pestis Topo-I cleavage product accumulation, plate reader | activity, % at 10 µM | 360,000 compounds, 0.064% hits | AID 504884; in the data active means activity above about 50%, passing the limit was not always enough; further: inactives centre near 2
PriA SSB inh: K. pneumoniae PriA-SSBct interaction inhibition; AlphaScreen SSBct-PriA binding, biotinylated peptide; inhibition, % at 33 µM; 430,000 compounds, 0.6% hits; in the data active means inhibition mostly above about 37%, no sharp cut-off; inactive means mostly below about 20%;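 further: plate controls were negative control peptide for no effect and reference peptide for full effect; strong numbers were not always called active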
Rv3671c protease: inhibitors of M. tuberculosis serine protease Rv3671c. P9WHR9. inhibition, % at 5.96 µM. 320,000 compounds, 0.048% hits; in the data active means inhibition above about 38%;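 further: extracellular domain of Rv3671c used as enzyme; 0% = enzyme with DMSO and 100% = no enzyme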
Target sequence (P9WHR9 whole entry, looked up, the tested form may be a part): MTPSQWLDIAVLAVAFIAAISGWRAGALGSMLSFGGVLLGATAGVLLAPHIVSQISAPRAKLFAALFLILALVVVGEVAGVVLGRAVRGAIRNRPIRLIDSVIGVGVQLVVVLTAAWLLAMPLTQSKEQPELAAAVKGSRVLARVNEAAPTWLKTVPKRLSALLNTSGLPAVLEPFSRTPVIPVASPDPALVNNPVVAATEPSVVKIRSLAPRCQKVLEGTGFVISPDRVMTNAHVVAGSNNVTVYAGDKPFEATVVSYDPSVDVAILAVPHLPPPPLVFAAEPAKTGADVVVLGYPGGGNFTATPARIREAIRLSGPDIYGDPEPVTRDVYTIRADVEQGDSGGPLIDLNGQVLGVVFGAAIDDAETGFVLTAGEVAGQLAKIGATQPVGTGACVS
CCHFV vOTU inh: blocks the CCHF virus ovarian tumor domain protease. CCHFV vOTU protease, Pep-AMC fluorescence. inhibition, % at 11.5 µM. 370,000 compounds, 0.55% hits. AID 651958; in the data active means inhibition above about 30%; further: 0% = vehicle wells with enzyme and 100% = no enzyme wells
SARS 3CLpro inh: SARS-CoV 3CLpro protease inhibition | P0C6X7 | recombinant SARS-CoV 3CLpro, quenched FRET peptide cleavage | inhibition, % at 6 µM | 290,000 compounds, 0.14% hits; in the data active means inhibition above about 12%
MazEF act: increases E. coli MazEF RNase cleavage of RNA. P0AE70. FAM/BHQ RNA-DNA oligo cleavage fluorescence, 5 h. activation, % at 20 µM. 350,000 compounds, 0.32% hits. AID 504720; in the data active means activation above about 50%
Target sequence (P0AE70 whole entry, looked up): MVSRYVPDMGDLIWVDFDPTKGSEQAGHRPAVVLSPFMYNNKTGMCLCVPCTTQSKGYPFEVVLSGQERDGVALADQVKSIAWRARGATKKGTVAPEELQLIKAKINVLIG
BH1578 lux ind: quorum light induction in luxS cqsA deficient V. cholerae; 350,000 compounds, 0.16% hits; activation, % at 18.7 µM; V. cholerae BH1578 lux reporter, luminescence, 6 h; in the data active means activation mostly above about 9.7%, no sharp cut-off; further: not every result past the cut was called active; inactives centre near 0; reference of the scale not given here
PrPC TRFRET: cell surface PrPC inhibition, primary TR-FRET screen | TR-FRET read-out | inhibition, % at 13.8 µM | 370,000 compounds, 0.43% hits | AID 720596; in the data active means inhibition above about 24%; further: 0% = median of the test wells and 100% = reference compound wells
* = called active by the depositor; i = inactive; · = not tested or not shown; & = joins results of further samples.

The line under a structure holds: VHR inh abs	TcdB GH inh	Yp Topo-I inh	PriA SSB inh	Rv3671c protease	CCHFV vOTU inh	SARS 3CLpro inh	MazEF act	BH1578 lux ind	PrPC TRFRET
- CCCC(CCC)C(=O)NC1CCN(Cc2ccccc2)CC1
    66.1	2.1	-12.3	-9.8	0.9	7.2	-2.1	12.5	0.8	4.0
- CC(C)C(=O)N=c1sc2cccc(F)c2n1C
    29.4	0.4	3.2	-26.8	4.9	-1.1	-2.7	3.0	-0.3	7.7
- CN1CCN(S(=O)(=O)c2cccc(C(=O)Nc3cc(C(N)=O)cc(C(N)=O)c3)c2)CC1
    18.7	0.2	-5.0	7.5	-13.3	-15.0	-6.6	8.5	-0.2	30.0*
- CCN1CC(C)C(O)(c2ccccc2)CC1C (stereo not given)
    -36.4	·	3.4	-8.6	6.8	8.3	2.5	3.6	i	-1.2
- Cc1ccc(-n2ncc3c(=O)n(-c4cccc(C)c4)c(=O)[nH]c32)cc1
    ·	1.5	3.0	·	·	6.0	·	-1.2	i	10.5
- Cc1ccc(-n2c(-c3ccco3)nc3nc4ccccc4nc32)cc1
    -14.2	0.2	3.2	14.7	-3.7	-3.7	1.6	17.4	-0.2	-6.0
- COc1ccc(/C=C2\SC(=O)N(CCNC(=O)Cn3[nH]c(=O)c4ccccc4c3=O)C2=O)cc1
    ·	-2.5	2.7	-10.9	2.0	-5.0	·	34.2	-0.9	-0.7
- CN1CC=C2C(C#N)=C(N)C(C#N)(C#N)C(c3ccncc3)C2C1 (stereo not given)
    -12.4	·	-9.1	14.2	5.7	·	1.2	-51.3	i	·
- O=S(=O)(c1cnc(Cl)c(Br)c1)N1CCCCCC1
    -11.2	·	10.7	-7.1	5.1	-7.4	2.4	2.0	i	7.2
- Cc1nc(SCc2nc3ccc(Cl)cc3[nH]2)c2oc3ccccc3c2n1
    ·	-7.0	17.9	-4.4	-55.6	19.8	·	-32.8	-0.7	-1.9
- CC1(C(=O)Nc2ccc(F)cc2F)CCN1C(=O)Cc1ccccc1Cl (stereo not given)
    ·	-0.3	-1.0	·	·	-2.2	·	·	i	-2.5
- C/C(=N\OC(=O)c1ccc(F)cc1)c1ccc(F)c(F)c1
    15.5	0.7	1.6	·	5.0	6.6	3.1	-0.8	-0.6	5.6
- C=CCN1CC[C@]23c4c5ccc(O)c4OC2C(O)CC[C@@]3(O)[C@H]1C5 (stereo not given in full)
    ·	-0.3	6.1	-1.6	1.2	5.5	·	-8.4	-0.2	-2.0
- Cc1nc(N2CCN(C(=O)c3ccco3)CC2)c2c3c(sc2n1)CCCC3
    26.3	·	-1.9	4.7	-8.1	12.2	0.7	10.9	-1.4	4.7
- CC(=O)Nc1cc(-c2cccc(NS(C)(=O)=O)c2)cn2c(-c3ccc(F)c(Cl)c3)cnc12
    ·	0.5	26.8	·	·	12.9	·	·	-3.7	-7.1
- O=c1[nH]c2ccccc2c2nc(-c3cccc(S(=O)(=O)N4CCCC4)c3)nn12
    18.8	-0.5	14.8	1.7	-1.2	-2.6	0.2	-1.6	-0.2	0.1
- CCC(C)NS(=O)(=O)c1ccc(OCC(=O)NCc2ccco2)cc1 (stereo not given)
    -10.5	·	11.6	5.7	4.6	-14.8	7.7	5.1	i	-2.2
- Cc1ccc(/C=C/C(=O)OCC(=O)NCc2cccs2)o1
    ·	-0.9	10.6	4.0	6.1	0.0	·	-2.6	0.4	6.1
- COc1ccc(NC(=O)COC(=O)c2cc([N+](=O)[O-])ccc2N2CCOCC2)cc1
    -4.4	-1.5	-2.0	-6.1	-1.4	15.4	4.9	-3.5	i	-13.3
- CCc1ccc(C(C)NC(=O)/C(C#N)=C\c2cn[nH]c2-c2ccccc2)cc1 (stereo not given)
    -14.0	·	0.7	11.8	-19.7	4.2	-3.5	-5.7	i	7.5
- O=C(Cn1cnc2ccccc2c1=O)Nc1nc2ccccc2s1
    -3.2	1.8	10.6	-1.8	5.9	-10.1	-1.8	-6.0	-0.3	-2.0
- COC(C[C@H]1O[C@@H]1[C@H](O)COCc1ccccc1)OC
    26.3	0.3	5.9	-9.3	-10.3	1.3	·	5.7	i	-2.5
- COC(=O)CC1Oc2ccccc2N(Cc2ccc(C)cc2)C1=O (stereo not given)
    -18.0	·	6.2	-17.8	-1.8	4.4	6.6	-3.3	0.4	5.8
- COc1ccc(-n2nc(C(=O)NCC(=O)N(C)Cc3ccccc3)c3ccccc3c2=O)c(OC)c1
    31.7	0.3	31.0	-0.4	-2.5	-14.6	2.0	4.2	-0.3	-10.3
- COc1ccc(C(=O)N2CCc3[nH]nc(-c4ccccc4)c3C2)cc1
    25.2	2.1	7.5	-4.7	-6.9	10.1	0.2	-0.1	-0.1	6.4
- Cc1ccc(S(=O)(=O)N(c2cccc(C(F)(F)F)c2)C2C=CS(=O)(=O)C2)cc1 (stereo not given)
    3.1	0.2	6.5	-6.4	5.6	-0.8	-0.1	2.3	2.5	-4.1
- Cc1nnsc1C(=O)NC1CCCc2c1cnn2-c1cc(F)cc(F)c1 (stereo not given)
    6.2	1.5	4.0	-9.8	7.7	10.7	-1.2	-3.3	i	1.3
- CC1CCCN(c2nc3nonc3nc2N2CCCC(C)C2)C1 (stereo not given)
    13.6	·	-1.1	12.8	2.3	22.6	-3.3	4.6	·	0.8
- O=c1[nH]c(=O)n(C(c2ccccc2)c2ccccc2)cc1Br
    31.5	-1.4	3.9	2.9	-0.2	2.0	0.4	2.7	3.6	10.3
- C/C(Cn1ncc(N2CCOCC2)c(Cl)c1=O)=N\O
    -7.6	1.4	2.1	·	3.6	-6.6	-1.9	-2.1	i	-1.1
- COc1ccc(S(=O)(=O)N(C)C[C@H]2OCc3cnnn3CCCC(=O)N([C@H](C)CO)C[C@H]2C)cc1
    ·	0.5&0.5&-0.7	-0.8	·	·	-4.7	·	4.5	i	0.1
- COc1ccccc1CN1CCC(n2nccc2NC(=O)c2ccccc2Cl)CC1
    18.4	-10.3	-1.6	4.4	6.5	-6.7	-6.7	7.5	-13.0	-5.6
- CC(C)(C)c1ccc(C(=O)NCC(=O)N2CCCC2)cc1
    11.8	1.2	1.6	2.0	-7.9	1.8	-0.9	-2.4	-0.5	-0.7
- Cc1ccc(NCc2ccccc2OCc2ccccc2F)cc1
    18.6	·	-5.3	5.3	-0.7	9.4	0.7	-1.1	-0.3	2.0
- C[C@@H](C(O)c1ccccc1)N(C)C(=O)CCc1ccccc1 (stereo not given in full)
    20.5	-5.1	7.9	-16.1	1.6	-0.3	-6.3	-1.7	-0.6	14.6
- O=C(COC(=O)Cn1[nH]c(=O)c2ccccc2c1=O)Nc1ncc(Cl)cc1Cl
    ·	0.9	1.8	-3.0	·	-6.4	·	-9.4	-5.0	-2.1
- O=C(NCCCn1ccnc1)C(=O)NCC(c1cccnc1)N1CCN(c2ccccc2)CC1 (stereo not given)
    -11.0	1.0	1.0	-1.9	0.9	-8.8	-2.0	11.8	-0.5	8.6
- NCCc1ccn[nH]1
    ·	0.9	-5.6	9.9	3.5	-3.6	·	-9.6	-3.6	-3.7
- O=C(NCCCN1CCOCC1)C(=O)NCc1ccccc1Cl
    13.1	1.1	7.3	-5.8	-6.7	-5.5	-2.9	1.6	-0.3	4.0
- Cc1nn(Cc2ccccc2Cl)c(Cl)c1C(=O)OCC(=O)NCc1ccco1
    19.7	-0.6	13.5	-20.6	-5.2	-5.0	-4.8	3.1	-0.5	9.8
- CCOC(=O)c1sc2cc([N+](=O)[O-])cc(SCC(=O)OC)c2c1N
    -12.3	·	7.2	15.1	-13.0	2.2	0.3	-3.2	-0.6	-21.0
- COc1ccccc1C1(CCN=Cc2ccc(N(C)C)cc2)CCOC(C)(C)C1 (stereo not given)
    -14.2	0.6	3.2	-1.1	-5.2	2.5	4.3	-3.8	-0.3	-7.0
- CCOc1ccc(CN2CCN(Cc3ccsc3)C(CCO)C2)cc1CO (stereo not given)
    13.9	-0.8	-5.2	-9.2	0.4	8.0	-1.8	-7.2	-0.3	-12.4
- CC1CCC(N2CCN(C(=O)COc3ccccc3)CC2)CC1 (stereo not given)
    29.8	-2.4	16.4	-11.9	2.2	-7.7	3.9	5.5	-0.3	7.5
- COc1cc(/C=C2\SC(=O)N(CC(=O)Nc3ccc(C)cc3)C2=O)cc(Cl)c1OCC(=O)O
    ·	1.4	2.6	7.9	4.2	-7.3	0.3	-41.8	-0.5	0.7
- O=C1NC(=O)N(Cc2ccccc2)C1=O
    10.4	-0.3	0.3	6.5	-4.4	6.7	3.0	7.1	-0.4	-2.7
- Cc1cc(N2C(=O)C(O)=C(C(=O)c3cc4ccccc4o3)C2c2cccc(Br)c2)no1 (stereo not given)
    5.7	1.0	77.9*	5.6	-11.8	31.6*	5.9	8.4	-0.7	12.6
- COc1ccc(NC(=S)NNC(=S)Nc2cccc(C(F)(F)F)c2)cc1
    16.6	0.6	-4.2	7.7	18.2	13.9	6.3	-5.5	i	16.8
- COCCOC(=O)c1c(C)n(C)c2ccc(OC(=O)c3ccco3)cc12
    12.5	·	-7.1	-16.2	-0.4	-18.6	2.8	-2.3	i	2.0
- Cc1nn(CC(C)C)c(Cl)c1C(=O)O
    25.9	-0.4	-4.8	-4.8	5.7	-4.9	1.6	-4.3	i	5.7
- COc1ccc(C(C#N)CC(=O)c2ccc(OC)c(OCc3ccccc3)c2)cc1OC (stereo not given)
    ·	0.1	28.5	·	·	-4.1	·	2.0	i	1.6
- O=C(NC(=S)Nc1ccccn1)c1ccc(-c2ccccc2)cc1
    66.4	0.2	36.6	-15.4	-5.6	4.9	-3.8	-4.2	i	13.7
- COc1cc(-c2ccc3cc(OC)c(OC)c(OC)c3c2)cc(OC)c1OC
    ·	1.5	10.9	·	·	5.4	·	5.1	-0.7	4.5
- C=CCNC(=S)/N=C/c1c(O)[nH]c(=O)[nH]c1=O
    30.2	-0.2	-1.1	·	-0.8	-1.5	0.4	-16.7	-0.2	-7.8
- Cc1c(NC(=O)c2cccc(NC(=O)C(C)Oc3ccccc3)c2)c(=O)n(-c2ccccc2)n1C (stereo not given)
    ·	0.6	9.0	·	·	-17.4	·	3.5	-0.3	-3.3
- Cc1ccccc1CSc1nnnn1-c1ccc(C(N)=O)cc1
    34.4	0.1	-3.6	-7.4	-5.3	-1.7	1.3	7.5	-0.6	2.9
- CCOc1ccc(C(CC(=O)O)n2cnnn2)cc1OC (stereo not given)
    -8.7	1.5	-11.4	-10.9	-2.8	11.2	0.6	10.8	-0.8	-3.6
- COc1ccc(CNC(=O)[C@H](C)NC(=O)C2CCN(S(=O)(=O)c3ccccc3)CC2)cc1
    10.7	0.8	1.6	-7.9	0.7	-10.4	0.4	6.5	i	4.8
- O=C(N/N=C/c1c(Nc2cccc(C(F)(F)F)c2)nc2ccccn2c1=O)c1ccccc1[N+](=O)[O-]
    3.4	0.6	4.6	·	3.9	-17.2	1.0	-2.4	-0.7	0.8

Some of the entries above, set out differently.
canonical_smiles | VHR inh abs | TcdB GH inh | Yp Topo-I inh | PriA SSB inh | Rv3671c protease | CCHFV vOTU inh | SARS 3CLpro inh | MazEF act | BH1578 lux ind | PrPC TRFRET
COc1ccc(NC(=S)NNC(=S)Nc2cccc(C(F)(F)F)c2)cc1 | 16.6 | 0.6 | -4.2 | 7.7 | 18.2 | 13.9 | 6.3 | -5.5 | i | 16.8
COCCOC(=O)c1c(C)n(C)c2ccc(OC(=O)c3ccco3)cc12 | 12.5 | · | -7.1 | -16.2 | -0.4 | -18.6 | 2.8 | -2.3 | i | 2.0

Given comma-delimited: part of the list above
Molecule,VHR inh abs,TcdB GH inh,Yp Topo-I inh,PriA SSB inh,Rv3671c protease,CCHFV vOTU inh,SARS 3CLpro inh,MazEF act,BH1578 lux ind,PrPC TRFRET
CCOC(=O)c1sc2cc([N+](=O)[O-])cc(SCC(=O)OC)c2c1N,-12.3,·,7.2,15.1,-13.0,2.2,0.3,-3.2,-0.6,-21.0
COc1ccccc1CN1CCC(n2nccc2NC(=O)c2ccccc2Cl)CC1,18.4,-10.3,-1.6,4.4,6.5,-6.7,-6.7,7.5,-13.0,-5.6

Screening results from PubChem.

An excerpt, so the mix of outcomes need not match the whole.
